POLH inh: DNA polymerase eta (human) inhibition; recombinant Pol eta, fluorescent DNA replication assay; Potency, µM (doses to about 114 µM), for the others: at the top dose activity change, negative = inhibition, hits mostly inhibitors; 390,000 compounds, 1.2% hits; AID 588591; note: potency is the fitted concentration of half-maximal effect; % is set by controls: 0 for no effect and ±100 for the full control effect
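Fluorescent replication assay: 50 nM final substrate added after a 15 min room-temperature compound preincubation with 10 nM enzyme. Signal taken at 0 min and again at 10 min.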
G9a inh: blocks human histone lysine methyltransferase G9a; G9a H3K9 monomethylation, AlphaScreen, 2 h; Potency, µM (series often up to 102 µM), for inactives: at the highest dose activity, negative = inhibition, usual class: inhibitors; AID 504332; Q96KQ7; 350,000 compounds, 8.8% hits; note: potency is the fitted concentration of half-maximal effect; % is set by controls: 0 for no effect and ±100 for the full control effect; nearly all actives have a fitted effect of over 75% in size
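AlphaScreen detection with an anti-monomethyl H3K9 antibody quantified product after a 2 h room-temperature reaction containing 500 nM biotinylated H3K9 peptide, 20 µM SAM and 20 nM enzyme, which had been preincubated 15 min with compound.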
GLS inhibitor: blocks human kidney-isoform glutaminase activity; Potency, µM (highest dose often 45.5 µM), for inactives: at the top dose activity change, negative = inhibition, usual class: inhibitors; O94925; 410,000 compounds, 0.21% hits; AID 624170; GLS enzymatic activity, qHTS titration; note: potency is the fitted concentration of half-maximal effect; % is set by controls: 0 for no effect and ±100 for the full control effect
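hKGA; 45 mM KH2PO4 pH 8.2 + 0.02% Tween-20; cpd via pin tool; 1 mM Gln soln; GluOx/HRP/Amplex Red; RT 30 min; fluor. t0 & final.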
PI4K2A inh: inhibitors of human PI4K2A; Q9BTU6; AID 1346378; activity change, negative = inhibition, % at 76.9 µM; purified PI4K2A, ADP-Glo luminescence, 1 h; active compounds read low; 420,000 compounds, 0.13% hits; in the data active = activity change below about -50%; inconclusive = mostly about -30% to -49%;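 note: -100% = wells without enzyme as full effect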
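PI4K2A activity was measured by ADP-Glo luminescence: enzyme (4 ug/mL stock) and phosphatidylinositol (1.2 mM stock) in Tris pH 7.5/MgCl2/EGTA/Triton X-100 buffer were reacted with ATP (300 microM stock) for one hour at ambient temperature.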
PGK inhibitor: blocks T. brucei phosphoglycerate kinase | AID 602233 | PGK/GAPDH coupled, Kinase-Glo luminescence, 60 min | Potency, µM (series often up to 57.5 µM), for the others: top-dose activity change, negative = inhibition, hits mostly inhibitors | 380,000 compounds, 0.043% hits | P07378; note: potency is the fitted concentration of half-maximal effect; % is set by controls: 0 for no effect and ±100 for the full control effect; nearly all actives have a fitted effect of over 60% in size
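Recombinant glycosomal PGK reaction used 1,3-bisphosphoglycerate generated in-well by GAPDH (100nM final) in 100mM TEA pH 7.6, 5mM MgCl2, 0.01% Tween-20. After 60 minutes at room temperature, ATP was read by Kinase-Glo Plus luminescence end-point.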
Pin1 inh: blocks the human prolyl isomerase Pin1 | Pin1 FP peptide displacement, HiFluor488, 10 min | AID 504891 | Potency, µM (titrated, usually from 115 µM), for inactives: at the top dose activity, negative = inhibition, most hits filed as inhibitors | 390,000 compounds, 0.009% hits | Q13526; active = well fitted inhibition curve with a large enough effect in the polarisation, with a control signal flat, not every such curve was filed as active; inconclusive = small, poorly fitted or top-dose-only effect, or effect the other way, or a change in a side signal; inactive = no such curve, though single readings can be large or run the other way; the % refers to the polarisation; note: potency is the fitted concentration of half-maximal effect; % is set by controls: 0 for no effect and ±100 for the full control effect
HP1b binding inh: blocks HP1-beta chromodomain binding to methylated histone tails | AlphaScreen HP1-beta / biotin-H3K9me3 peptide binding | AID 540317 | Potency, µM (doses to about 114 µM), inactives show at the top dose activity change, negative = inhibition, actives largely listed as inhibitors | 390,000 compounds, 0.56% hits | P83916; note: potency is the fitted concentration of half-maximal effect; nearly all actives have a fitted effect of over 70% in size; inactives centre near 23
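Compound inhibition of the preformed complex between 50 nM HP1-beta and 50 nM biotinylated H3K9me3 peptide was read by AlphaScreen. Buffer was PBS pH 7.4 with 0.01% Tween-20. Incubations ran 30 min at room temperature, with 10 ug/mL donor/acceptor beads.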
BAZ2B inh: blocks human BAZ2B. Q9UIF8. 360,000 compounds, 4.4% hits. AID 504333. Potency, µM (doses to about 114 µM), without a hit: top-dose activity change, negative = inhibition, hits mostly inhibitors. AlphaScreen BAZ2B-H3K14Ac peptide displacement; note: potency is the fitted concentration of half-maximal effect; % is set by controls: 0 for no effect and ±100 for the full control effect; nearly all actives have a fitted effect of over 60% in size
Target sequence (Q9UIF8 whole entry, looked up): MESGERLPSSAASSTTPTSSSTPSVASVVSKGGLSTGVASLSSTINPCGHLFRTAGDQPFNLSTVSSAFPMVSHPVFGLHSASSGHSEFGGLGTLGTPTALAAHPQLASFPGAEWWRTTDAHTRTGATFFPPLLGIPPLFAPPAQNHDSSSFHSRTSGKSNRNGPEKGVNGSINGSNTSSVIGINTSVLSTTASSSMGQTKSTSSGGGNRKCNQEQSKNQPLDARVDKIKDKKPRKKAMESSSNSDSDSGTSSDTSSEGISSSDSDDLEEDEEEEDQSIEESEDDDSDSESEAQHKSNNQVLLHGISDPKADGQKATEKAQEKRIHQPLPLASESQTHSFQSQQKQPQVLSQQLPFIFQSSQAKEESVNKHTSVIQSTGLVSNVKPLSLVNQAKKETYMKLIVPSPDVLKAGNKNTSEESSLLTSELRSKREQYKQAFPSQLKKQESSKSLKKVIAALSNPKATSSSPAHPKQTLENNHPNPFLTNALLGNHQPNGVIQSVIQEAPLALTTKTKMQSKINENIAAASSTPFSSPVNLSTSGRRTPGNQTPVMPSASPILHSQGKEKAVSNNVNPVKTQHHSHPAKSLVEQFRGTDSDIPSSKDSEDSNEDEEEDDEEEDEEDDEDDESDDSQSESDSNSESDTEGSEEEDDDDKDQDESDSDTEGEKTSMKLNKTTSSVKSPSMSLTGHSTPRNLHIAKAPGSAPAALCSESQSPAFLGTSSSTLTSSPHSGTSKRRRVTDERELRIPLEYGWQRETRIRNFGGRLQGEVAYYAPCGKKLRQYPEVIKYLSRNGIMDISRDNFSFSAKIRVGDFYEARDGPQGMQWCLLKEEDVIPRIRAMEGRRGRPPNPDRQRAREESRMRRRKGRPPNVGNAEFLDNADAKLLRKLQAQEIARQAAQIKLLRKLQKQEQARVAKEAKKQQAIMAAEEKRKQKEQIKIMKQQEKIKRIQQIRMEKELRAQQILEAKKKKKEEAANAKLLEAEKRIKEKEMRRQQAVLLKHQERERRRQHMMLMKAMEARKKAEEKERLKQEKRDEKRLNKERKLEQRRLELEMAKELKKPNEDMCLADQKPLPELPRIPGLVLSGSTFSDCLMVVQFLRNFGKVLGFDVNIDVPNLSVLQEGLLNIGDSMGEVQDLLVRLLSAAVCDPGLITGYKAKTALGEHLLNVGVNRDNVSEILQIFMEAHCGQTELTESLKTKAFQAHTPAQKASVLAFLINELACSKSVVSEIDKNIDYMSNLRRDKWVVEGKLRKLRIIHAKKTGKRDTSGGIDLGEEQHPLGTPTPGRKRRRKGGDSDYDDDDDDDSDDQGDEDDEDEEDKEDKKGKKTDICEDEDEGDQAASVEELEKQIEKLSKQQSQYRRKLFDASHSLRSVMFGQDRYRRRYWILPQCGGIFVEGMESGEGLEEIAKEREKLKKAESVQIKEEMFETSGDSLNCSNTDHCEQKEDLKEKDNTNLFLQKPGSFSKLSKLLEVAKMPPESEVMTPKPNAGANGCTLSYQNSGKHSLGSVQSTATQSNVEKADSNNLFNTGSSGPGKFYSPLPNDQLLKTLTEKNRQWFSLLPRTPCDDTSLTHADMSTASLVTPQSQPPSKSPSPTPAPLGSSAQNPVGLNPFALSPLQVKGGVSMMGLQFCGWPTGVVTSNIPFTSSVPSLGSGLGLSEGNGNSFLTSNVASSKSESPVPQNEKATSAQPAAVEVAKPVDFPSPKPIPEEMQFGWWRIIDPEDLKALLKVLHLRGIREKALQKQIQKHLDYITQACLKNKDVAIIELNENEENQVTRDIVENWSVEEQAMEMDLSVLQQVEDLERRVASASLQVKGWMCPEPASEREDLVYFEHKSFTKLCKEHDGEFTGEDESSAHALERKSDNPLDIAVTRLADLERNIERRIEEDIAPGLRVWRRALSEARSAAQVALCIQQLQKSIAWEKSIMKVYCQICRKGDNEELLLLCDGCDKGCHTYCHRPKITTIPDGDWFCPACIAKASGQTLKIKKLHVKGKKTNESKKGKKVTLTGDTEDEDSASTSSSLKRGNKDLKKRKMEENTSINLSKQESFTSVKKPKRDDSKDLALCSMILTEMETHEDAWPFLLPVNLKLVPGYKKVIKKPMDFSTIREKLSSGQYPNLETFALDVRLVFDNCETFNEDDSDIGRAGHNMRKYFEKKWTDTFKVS
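BAZ2B (50 nM) with biotin-H3(5-23)K14Ac peptide (50 nM) in PBS pH 7.4, 0.01% Tween-20, preformed 30 min, then compound 30 min at room temperature; top concentration 110uM. AlphaScreen streptavidin donor/nickel chelate acceptor beads (10 ug/mL final), 20 min dark, signal read.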
JMJD2A Tudor inh: blocks the human JMJD2A Tudor domain; O75164; AlphaScreen JMJD2A-Tudor / H3K4me3 peptide binding; Potency, µM (highest dose often 114 µM), inactives show at the top dose activity change, negative = inhibition, hits mostly inhibitors; 390,000 compounds, 4.4% hits; note: potency is the fitted concentration of half-maximal effect; % is set by controls: 0 for no effect and ±100 for the full control effect; nearly all actives have a fitted effect of over 50% in size
* marks the source's active call; other numbers are inactive results; i = inactive; ? = inconclusive; . = not tested or not shown; [ ] = dose if it differs, or a comment. Unless noted, calls come from the whole dose curve; as a rule, active = well fitted curve in the direction sought with a large enough effect; inconclusive = small, poorly fitted or top-dose-only effect, or another doubt; inactive = no such curve, though single readings can be large; an effect the other way counts as inactive or inconclusive. An excerpt. The share of hits here may be higher or lower than overall.

SMILES | POLH inh | G9a inh | GLS inhibitor | PI4K2A inh | PGK inhibitor | Pin1 inh | HP1b binding inh | BAZ2B inh | JMJD2A Tudor inh
COc1ccc(S(=O)(=O)N(NC2=NS(=O)(=O)c3ccccc32)C(=O)C(C)C)cc1 | -10.7% | -31.6% | -0.6% | -4.1 | i | -16.5% | 51.2%[activator] | -36.7% | -11.0%
COCCN(C(=O)CCl)C(C(=O)NC1CCCCC1)c1ccccc1C (centres undefined) | -9.8% | 2.2%[59 µM] | 12.4% | 16.1 | 1.0% | -5.2% | 37.5% | 7.1% | -10.1%
CCOC(=O)N1CCN(C(=O)C2CCN(S(=O)(=O)c3ccc(OC)cc3)CC2)CC1 | -5.2% | -5.1% | -0.1% | -1.0 | i | 1.2% | 16.8% | -17.6% | -12.3%
CCOc1ccc(OCc2ccc(C(=O)N(CC)CC)cc2)cc1 | 1.0% | 1.8% | 1.9% | 3.9 | -7.5% | -5.7% | 20.0% | -3.6% | -7.6%
CCCN1C(=S)c2ccccc2C1c1ccccc1 (centres undefined) | -17.5% | 30.7% | 2.4% | 2.2 | 0.2% | -0.6% | 149.7%[activator] | 88.3%[activator] | 115.1%[activator]
Cc1ccc(N2CC(C(=O)N3CCC(C(=O)Nc4nnc(C(C)C)s4)CC3)CC2=O)cc1 (centres undefined) | -10.2% | 44.7µM* | -5.4% | 2.0 | i | -7.1% | -13.5% | 11.8% | -4.0%
COc1ccc(C2=Nn3c(nnc3-c3ccco3)SC2)cc1 | -8.2% | 17.0%[59 µM] | -0.4% | -2.5 | -4.6% | 3.5% | 16.0% | -0.6% | -22.5%
CN(Cc1cccs1)C(=O)Cc1c[nH]c2ccccc12 | -17.9% | 23.3%[59 µM] | 0.0% | -2.5 | -1.4% | 0.8% | 12.3% | 4.4% | -20.1%
COc1cccc(C(=O)NCCCNC(=O)c2cccnc2)c1 | -15.8% | -1.4% | 0.0% | 1.4 | -7.8% | -3.4% | -15.3% | 1.9% | -20.5%
Cc1cccc(N(C(=O)c2csnn2)C(C(=O)NC(C)(C)C)c2ccncc2)c1 (centres undefined) | -2.1% | 2.7% | 0.8% | 1.7 | 3.6%[11.5 µM] | ? | 20.9% | -13.0% | -26.8%
[O-]c1n[n+](-c2ccc(Cl)cc2Cl)cc2ccccc12 | 4.3% | ? | 0.0% | 3.0 | 4.4% | 7.4% | -4.4% | -16.5% | -17.6%
CC(=O)Nc1cccc(-c2nnc(SCC(=O)c3ccc([N+](=O)[O-])cc3)o2)c1 | -9.6% | 42.7%[59 µM] | 5.8% | -3.2 | -8.9% | 6.6% | 67.8%[activator] | 0.1% | -11.6%
COc1ccc(NC(=O)c2cc(OC)c(OC)c(OC)c2Br)cc1OC | -22.4% | -4.5% | 0.8% | -0.9 | -14.2% | -6.5% | 27.5% | -7.0% | -14.4%
Cc1ccc(C(=O)N/N=c2\oc3ccccc3cc2C(N)=O)cc1 | -17.8% | 17.1% | 1.7% | 8.4 | -0.3% | -2.1% | 29.7% | -1.2% | -18.4%
CN(C)c1ccc(C(CNC(=O)c2cccc(C(F)(F)F)c2)N2CCCC2)cc1 (centres undefined) | -13.0% | -38.6%[59 µM] | 3.5% | -3.2 | i | -5.1% | -11.6% | ? | ?

Complete entries, looked up by structure.
`COc1ccc(S(=O)(=O)N(NC2=NS(=O)(=O)c3ccccc32)C(=O)C(C)C)cc1` as listed: POLH inh = -10.7%; G9a inh = -31.6%; GLS inhibitor = -0.6%; PI4K2A inh = -4.1; PGK inhibitor = i; Pin1 inh = -16.5%; HP1b binding inh = 51.2%[activator]; BAZ2B inh = -36.7%; JMJD2A Tudor inh = -11.0%
`CN(C)c1ccc(C(CNC(=O)c2cccc(C(F)(F)F)c2)N2CCCC2)cc1` (centres undefined) as listed: POLH inh = -13.0%; G9a inh = -38.6%[59 µM]; GLS inhibitor = 3.5%; PI4K2A inh = -3.2; PGK inhibitor = i; Pin1 inh = -5.1%; HP1b binding inh = -11.6%; BAZ2B inh = ?; JMJD2A Tudor inh = ?

Remaining list, next part:
SMILES | POLH inh | G9a inh | GLS inhibitor | PI4K2A inh | PGK inhibitor | Pin1 inh | HP1b binding inh | BAZ2B inh | JMJD2A Tudor inh
CC(C(=O)Nc1ccc([N+](=O)[O-])cc1Cl)N1CCN(S(=O)(=O)c2cccs2)CC1 (centres undefined) | -1.5% | 10.2%[12.7 µM] | 4.5% | 0.5 | -4.1% | 2.0% | -2.5% | -8.8% | ?
Cc1c(C)c2c(OCC(=O)NCC(=O)NCC(=O)O)cc3c(c2oc1=O)CCC(C)(C)O3 | -5.5% | 18.5% | ? | -0.5 | -9.7% | -3.0% | 17.1% | 2.4% | 20µM*
O=C(CCC(=O)N1CCCc2ccccc21)N1CCN(S(=O)(=O)c2ccccc2)CC1 | -21.4% | 20.9% | 2.0% | 7.3 | 2.6% | 1.0% | 30.1% | 16.7% | -5.3%
C#CCOCCOCCOCCNc1nc(N2CCOCC2)nc(N2CCN(C(=O)[C@H](CCCCN)n3cc(CCCC)nn3)CC2)n1 | -7.4% | . | -0.3% | -7.0 | 7.3% | -1.4% | 21.0% | . | -20.3%
COc1cccc(OCCOCCOc2ccc(C)cc2[N+](=O)[O-])c1 | -10.8% | 15.2%[59 µM] | 0.5% | -2.3 | -6.7% | 10.3% | 142.8%[activator] | 31.1% | -10.6%[57.1 µM]
O=C(OCC(=O)N1CCCc2ccccc21)c1ccc(C(F)(F)F)cc1 | 6.2% | 53.3%[activator] | 1.8% | 3.9 | -0.8% | ? | 104.2%[activator] | 23.5% | 23.0%
COc1cc(/C=C2\SC(=S)N(CC(=O)O)C2=O)ccc1OC(=O)c1ccco1 | 1.0% | ? | 13.5% | -4.3 | -9.9% | 13.1% | -6.8% | -27.9% | -16.6%
CCCOC(=O)c1ccc(-c2ccc(C=O)o2)cc1 | -0.9% | -5.3% | 26.3% | -2.4 | -6.2% | 9.5% | 48.1% | -2.6% | -3.4%
CC(=O)Nc1ccc(S(=O)(=O)NC2CC2)cc1 | 0.2% | -10.7%[0.501 µM] | -2.8% | 5.0 | -10.7% | -22.9% | 31.9% | 10.0% | -4.1%
COc1cccc(CNc2nc3ccccc3c3nc(-c4cccc(C)c4)nn23)c1 | -10.0% | 13.5%[59 µM] | 3.8% | -1.6 | i | 48.5%[activator] | 51.4%[activator] | 8.0% | 1.5%
Cc1cc(C)cc(C(=O)NCC(=O)OCC(=O)N(C)C2CCS(=O)(=O)C2)c1 (centres undefined) | -3.8% | -6.5%[59 µM] | 14.8% | -6.5 | -10.5% | ? | 16.2% | -3.8% | -5.0%
Cc1cc2oc(C(=O)Nc3ccc(S(=O)(=O)N4CCCC(C)C4)cc3)cc(=O)c2cc1Cl (centres undefined) | -20.5% | 9.2%[59 µM] | 0.5% | -3.7 | 0.2% | 17.5% | 33.7% | -2.2% | -2.6%
COC(=O)NCN1C(=O)C2C3C=CC(C3)C2C1=O (centres undefined) | -19.1% | -1.1%[59 µM] | 1.6% | 1.0 | -4.8% | -1.9% | 18.9% | -29.4% | -13.5%
CC(C)(CCO)Nc1ncnc2onc(-c3ccc(F)cc3)c12 | 11.6% | -3.3% | -6.2% | 1.4 | -4.0% | 0.0% | 43.8%[activator] | -6.1% | -9.1%
CCCN1C(=O)C(O)(CC(=O)c2ccc(CC)cc2)c2ccccc21 (centres undefined) | -11.8% | -1.8%[59 µM] | -8.7% | -0.4 | -0.1% | 5.4% | 46.4%[activator] | 0.2% | -11.2%
Cn1c(SCC(=O)NCCc2ccccc2)nnc1C1CCCCC1 | -7.2% | 25.1%[59 µM] | 0.0% | -0.1 | i | -8.6% | -1.2% | 0.4% | -7.1%
CC(=O)Nc1cccc(/C(C)=N\NC(=O)c2ccc(Cn3nc([N+](=O)[O-])c(Cl)c3C)o2)c1 | -3.8% | -0.3%[2.33 µM] | ? | -1.0 | -1.6% | -3.0% | -7.2% | -3.1% | 50.1µM*
CCOC(=O)/C(=C\c1ccccc1)C(=O)CCN1CCOCC1 | -19.5% | . | 9.9% | 0.6 | -0.5% | -3.0% | -21.4% | . | -21.5%
CCCN(C(=O)c1nc2nc(C)cc(C)n2n1)c1c(N)n(Cc2ccccc2)c(=O)[nH]c1=O | -18.6% | 3.3%[12.7 µM] | 4.3% | -4.8 | -6.4% | 3.1% | 30.1% | 0.3% | -8.8%
CCOc1ccccc1Nc1ccc(C(=O)O)cc1[N+](=O)[O-] | -22.7% | ? | 21.2% | 1.4 | i | -1.4% | 6.3% | -30.5% | -32.4%
CCn1c(SCC(=O)NNC(=O)c2ccc(C)cc2)nnc1-c1ccco1 | 3.6% | -11.4% | 8.7% | 0.6 | 0.7% | 3.7% | 31.0% | -33.8% | 1.4%
N#Cc1cc2c(nc1SCc1ccc(Cl)cc1)CCCC2 | -7.9% | ? | 2.7% | 1.2 | . | -4.7% | 159.7%[activator] | 54.5%[activator] | 102.5%[activator]
O=C(CS(=O)CC(=O)NC12CC3CC(CC(C3)C1)C2)Nc1ccc(F)cc1 (centres undefined) | 1.1% | 19.9% | 3.6% | -2.4 | -7.7% | -19.0% | 2.5% | -6.7% | -7.1%
O=C(CCl)Nc1cccn2ncnc12 | ? | -45.3%[2.33 µM] | -12.0% | 2.8 | -9.6% | 3.0% | 34.8% | -10.4% | 5.3%
CCN1CCn2c3c(c4cc(C)ccc42)CCCC31 (centres undefined) | -8.9% | 20µM* | 18.8% | -5.5 | -6.2% | -2.2% | ? | ? | ?
Cc1ccc(OCCCCN2CCC(C)CC2)cc1 | -15.4% | -32.3% | -6.5% | 3.3 | 2.3% | -0.5% | ? | 50.1µM* | 3.16µM*

Assay outcomes from PubChem BioAssay.
